BL2 CD40 inh – inhibitors of CD40-induced NF-kB signaling, primary screen, BL2 cells, luciferase reporter, single point; CD40L-induced, 4 h; inhibition, % at 10 µM; 83,000 tested, 0.94% active;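 active means mean inhibition of at least 50% with a set share of replicates also reaching that level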;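 further: 0% = neutral control wells and 100% = IKK inhibitor VII at 50 µM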
* hit, by the source's call; [ ] = remark or other dose. Some of the compounds tested; the hit share may differ from the screen's.

SMILES	BL2 CD40 inh
CN(CC(=O)Nc1ccc(F)c(F)c1F)C(=O)C1CC(=O)N(c2ccc3c(c2)OCCO3)C1 (stereo not given)	7
COC(=O)c1ccc(NC(=O)COC(=O)C2=NN(c3ccccc3)C(=O)CC2)cc1	2
O=C(C[C@@H]1CC[C@H]2[C@@H](COC[C@@H](O)CN2S(=O)(=O)c2ccccc2)O1)NCCN1CCCCC1	4
CCOC(=O)/C(=N\Nc1ccc(OC)cc1)c1csc(Nc2ccccc2)n1	-7
CCn1cc(S(=O)(=O)N2CCCC2)cn1	4
Cc1ccccc1S(=O)(=O)N1[C@H](C#N)[C@H](c2ccc(C#CC3CCCCC3)cc2)[C@@H]1CO	-2
CCN(CC(=O)Nc1ccc(OC)cc1)CC(=O)Nc1sc2c(c1C(=O)OC)CCCC2	-7
Cc1cc(SCC(=O)NC2CC2)nc2ccccc12	13
COc1ccc(CNS(=O)(=O)c2cc3c4c(c2)CCN4C(=O)CC3)cc1	-2
CCCCCCOC(=O)CCc1c(C)nc(N)[nH]c1=O	3
COc1ccc(Cl)cc1C(=O)NNC(=S)NC(=O)/C=C/c1ccco1	9
Cc1ccc(S(=O)(=O)N2CCC3(CC2)OCCN3S(=O)(=O)c2c(C)cc(C)cc2C)cc1	2
CC(=O)N(C)C[C@@H]1Oc2ccc(N(C)C)cc2C(=O)N(C)C[C@H]1C	-1
CCCCN(Cc1cc2ccccc2[nH]c1=O)S(C)(=O)=O	12
c1cncc(-c2nc3ccccc3[nH]2)c1	-17
C[C@H]1CCCCO[C@H](CN(C)C(=O)Nc2ccc(C(F)(F)F)cc2)[C@@H](C)CN([C@@H](C)CO)C(=O)c2cc(NC(=O)Nc3ccc4c(c3)OCO4)ccc2O1	-5
COc1cc2c3c(c1OC)-c1cc4c(cc1CC3(C#N)N(C(=O)c1ccccc1)CC2)OCO4 (stereo not given)	0
CC1(C)Cc2cccc(OCC(=O)OCC(=O)c3ccccc3)c2O1	9
O=C(c1ccc(F)cc1)c1cnc(Nc2ccccc2)s1	-64
CN1[C@@H]2c3ccc(-c4cccnc4)c(=O)n3C[C@H]1[C@H](CO)[C@H]2C(=O)NCCc1ccccc1	5[25 µM]
CC(C)CCNC(=O)C1CC(=O)N(C2CCCC2)C1 (stereo not given)	2
O=C(CN1C(=O)NC2(CCCCCC2)C1=O)N1CCC(Cc2ccccc2)CC1	11
C[C@@H]1CN([C@@H](C)CO)C(=O)c2c(c3ccccc3n2C)-c2ccccc2CO[C@@H]1CN(C)Cc1cccnc1	7[25 µM]
Cc1cc([N+](=O)[O-])nn1CC(=O)Nc1cnc2ccccc2c1	7
C[C@@H]1CN([C@H](C)CO)C(=O)c2cc(NS(=O)(=O)c3ccccc3)ccc2O[C@@H](C)CCCCO[C@H]1CN(C)C(=O)C1CCCCC1	-3[25 µM]
O=C(Nc1ccc2nsnc2c1)NC1CCCCC1	-82
COc1ccc(C)cc1N(CC(=O)NCCN1CCOCC1)S(=O)(=O)c1ccccc1	5
COc1ccc(S(=O)(=O)N(Cc2cccnc2)Cc2cc3ccccc3[nH]c2=O)cc1	6
CCN(CC(=O)Nc1ccc(S(=O)(=O)N2CCCC2)cc1)Cc1ccccc1	11
C[C@@H]1CN([C@@H](C)CO)C(=O)c2ccccc2-c2ccccc2CO[C@H]1CN(C)C(=O)Oc1ccccc1	4
O=C(c1cc(COc2ccc(F)cc2F)on1)N1CCCC(c2ccccc2)C1 (stereo not given)	-30
CCN(CC)C(=O)c1ccc(-c2cccs2)s1	-90
CC(C)(C)n1ncc2c(=O)n(CC(=O)N3CCCc4ccccc43)cnc21	-7
O=C(Nc1ccc2ncccc2c1)Nc1ccc2ncccc2c1	-62
O=C(NCCCCCNC(=O)c1ccco1)c1ccco1	20
CCc1ccc2[nH]c(=O)c(CN(Cc3ccco3)S(=O)(=O)c3ccc4c(c3)OCCO4)cc2c1	10
COc1cccc(C(=O)Nc2nnc(S(=O)(=O)N(C)c3ccccc3)s2)c1	1
O=C(CSc1nnc2ccccn12)NNC(=O)c1cccc(Cl)c1	-4
Cn1cccc1-c1nc2ccc(NC(=O)c3cccs3)cc2[nH]1	-22
CC(C)CNC(=O)COC(=O)c1cc(Cl)cc(Cl)c1N	4
N#Cc1c(-c2ccccc2)c(C#N)c2nc3ccccc3n2c1N	5
CC1CC(C)CN(C(=O)COC(=O)c2cc([N+](=O)[O-])ccc2N2CCOCC2)C1 (stereo not given)	-3
O=S(=O)(c1ccccc1)c1nc(Cc2ccccc2)oc1N1CCOCC1	4
CCOC(=O)c1ccc(S(=O)(=O)N2CCN(C(=O)c3cccc(S(=O)(=O)N4CC(C)OC(C)C4)c3)CC2)cc1 (stereo not given)	1
CN(C)Cc1cc(OCc2ccccc2)cc(CN(C)C)c1O	2
Cn1c(=O)c2c(C(=O)O)cc(-c3ccccc3)nc2n(Cc2ccccc2)c1=O	3
O=C(C[C@H]1CC[C@@H]2[C@H](COC[C@@H](O)CN2CC2CCCC2)O1)NCc1ccc(Cl)cc1	4
C[C@H]1CN([C@@H](C)CO)C(=O)Cc2cc(NC(=O)Cn3cnnn3)ccc2O[C@H]1CN(C)C(=O)Nc1ccc(C(F)(F)F)cc1	-2[25 µM]
COc1ccc(CCN(C)Cc2nc(Cc3ccc(OC)c(OC)c3)no2)cc1OC	3
Cc1ccc(S(=O)(=O)CC#CCOC(=O)c2ccc([N+](=O)[O-])cc2)cc1	89*
CC(C)OCCCNCC(O)c1ccccc1 (stereo not given)	-3
COc1cccc(S(=O)(=O)Nc2ccc3c(c2)C(=O)N(C)[C@@H]2CC[C@@H](CC(=O)NCC4CCCCC4)O[C@H]2CO3)c1	6[25 µM]
O=C(O)C1CCCN1S(=O)(=O)c1ccc2c(c1)CCC2 (stereo not given)	5
COc1ccc(NC(=O)Nc2ccon2)cc1OC	-9
COC(=O)CCC(=O)Nc1nccs1	6
CC(C(=O)NC1CCCC1)N(c1ccc(Oc2ccccc2)cc1)S(C)(=O)=O (stereo not given)	19
CCN(CC(=O)Nc1c(F)cccc1F)C(=O)CCc1nc2cc(S(=O)(=O)N3CCOCC3)ccc2n1C	0
COc1ccc(C(=S)N2CCN(c3ccccc3C)CC2)cc1OC	4
O=C(O)c1cccc(N(CCO)CCO)c1	12
CC(=O)NC[C@H]1[C@@H](c2ccc(-c3cccnc3)cc2)[C@H](CO)N1C(=O)C1CCC1	6[25 µM]
New compounds follow.
SMILES	BL2 CD40 inh
CCN(CCCNC(=O)C1CCC(=O)N1C1CCCC1)c1cccc(C)c1 (stereo not given)	5
Cc1cccc(C)c1NC(=O)CN(C)C(=O)c1ccc2c(=O)n3c(nc2c1)CCC3	3
Cc1ccc(S(=O)(=O)Nc2cncnc2NS(=O)(=O)c2ccc(C)cc2)cc1	1
CCOC(=O)C1C(=O)CC(C)(O)C(C(=O)OCC)C1/C=C/c1ccccc1 (stereo not given)	2
COc1ccccc1NC(=O)CSc1ccc(-c2ccc(-n3ccnc3)cc2)nn1	-23
C[C@H](CO)N1C[C@H](C)[C@H](CN(C)C(=O)[C@@H](Cc2ccccc2)N(C)C)OCc2ccccc2-c2c(n(C)c3ccccc23)C1=O	45[25 µM]
CCCOc1ncnc2c1sc1nc3c(cc12)COC(C)(C)C3	-61
CN1CCCCN2[C@H](CO)[C@@H](c3ccc(-c4ccc(F)cc4)cc3)[C@@H]2C1	-5[25 µM]
CCN(C(=O)CSc1ncn[nH]1)c1c(N)n(Cc2ccccc2)c(=O)[nH]c1=O	5
O=C(COC(=O)/C=C/c1ccccc1)Nc1ccc(Cl)cn1	2
CCN(CC)S(=O)(=O)c1ccc(Cl)c(NC(=O)COC(=O)c2cccn2C)c1	25
C[C@@H]1CCCCO[C@@H](CN(C)C(=O)c2ccncc2)[C@@H](C)CN([C@H](C)CO)C(=O)c2cc(NC(=O)CCCCCC(=O)Nc3ccccc3N)ccc2O1	1
O=[N+]([O-])c1ccc(Cc2nnc(-c3ccc(F)cc3)o2)cc1	-135
CC(=O)c1cccc(NC(=O)CSc2nc(=O)n(Cc3ccccn3)c3c2CCC3)c1	4
Fc1ccc(Nc2nnns2)cc1	5
CNC(=O)c1csc(-c2ccncc2)n1	2
O=C(C[C@@H]1CC[C@H]2[C@@H](COC[C@H](O)CN2C(=O)Cc2ccccc2)O1)NC1Cc2ccccc2C1	-6[25 µM]
O=C(CCCN1C(=O)c2cccc3cccc(c23)C1=O)NCCN1CCOCC1	8
Cc1cc(C(=O)Nc2nc3c(s2)CCCC3)cs1	8
O=C(COC(=O)c1cccc2ccccc12)Nc1cccnc1Cl	-10
CC(C)CC1NC(=O)N(CC(=O)Nc2cc(F)ccc2F)C1=O (stereo not given)	2
CCC(=O)N(C)C[C@H]1[C@@H](c2ccc(C3=CCCCC3)cc2)[C@@H](CO)N1C(=O)CC	9[25 µM]
COc1cc2[nH]c3c(=O)n(CCN4CCOCC4)cnc3c2cc1OC	-2
COCCSc1nnc(NC(=O)c2cc(C(=O)OC)cc([N+](=O)[O-])c2)s1	1
O=C(COC(=O)C12CC3CC(CC(C3)C1)C2)Nc1ccccc1F	-81
CN(C[C@H]1N[C@@H](CO)[C@H]1c1ccc(C2=CCCCC2)cc1)S(C)(=O)=O	1
N#CCCSCc1ccc(OCC(=O)O)cc1	5
CN(C)C(=O)c1ccc(-c2ccccc2[C@@H]2[C@H](C#N)N(C(=O)C3CC3)[C@H]2CO)cc1	-15[25 µM]
O=S(=O)(Cc1ccccc1)N1CCCCN2[C@@H](CO)[C@H](c3ccc(-c4ccc(F)cc4)cc3)[C@@H]2C1	0[25 µM]
O=C(CCCCCNC(=O)c1ccccc1)N/N=C/c1ccccc1O	-12
CCn1cc(Br)c(C(=O)NCc2ccco2)n1	-2
Cc1ccc(S(=O)(=O)N(C)C[C@H]2OCc3cn(nn3)CCCC(=O)N([C@@H](C)CO)C[C@H]2C)cc1	-8
Cc1nc(C)c(CCNC(=O)c2ccccc2)s1	4
Cc1nn(-c2ccccc2)c(N)c1C(O)(CSc1nccn1C)C(F)(F)F (stereo not given)	7
O=C(N1CCOCC1)C1(c2ccccc2)CCCCC1	-5
CC1(C)Cc2nc3sc4c(N(CCO)CCO)nnnc4c3cc2CO1	-35
Cn1cc(P(=S)(N2CCOCC2)N2CCOCC2)cc1P(=S)(N1CCOCC1)N1CCOCC1	0
Cc1ccc(C)c(OCCCC(=O)Nc2ccc(N3CCOCC3)cc2)c1	8
O=S(=O)(NCCc1csc(-c2cccnc2)n1)c1ccc2c(c1)OCCO2	-3
Cc1cccc(C(=O)OCC(=O)Nc2c(C)nn(-c3ccccc3)c2C)c1O	5

At a glance, 19 of the compounds above:
SMILES	BL2 CD40 inh
CCC(=O)N(C)C[C@H]1[C@@H](c2ccc(C3=CCCCC3)cc2)[C@@H](CO)N1C(=O)CC	9[25 µM]
COc1cc2[nH]c3c(=O)n(CCN4CCOCC4)cnc3c2cc1OC	-2
COCCSc1nnc(NC(=O)c2cc(C(=O)OC)cc([N+](=O)[O-])c2)s1	1
O=C(COC(=O)C12CC3CC(CC(C3)C1)C2)Nc1ccccc1F	-81
CN(C[C@H]1N[C@@H](CO)[C@H]1c1ccc(C2=CCCCC2)cc1)S(C)(=O)=O	1
N#CCCSCc1ccc(OCC(=O)O)cc1	5
CN(C)C(=O)c1ccc(-c2ccccc2[C@@H]2[C@H](C#N)N(C(=O)C3CC3)[C@H]2CO)cc1	-15[25 µM]
O=S(=O)(Cc1ccccc1)N1CCCCN2[C@@H](CO)[C@H](c3ccc(-c4ccc(F)cc4)cc3)[C@@H]2C1	0[25 µM]
O=C(CCCCCNC(=O)c1ccccc1)N/N=C/c1ccccc1O	-12
CCn1cc(Br)c(C(=O)NCc2ccco2)n1	-2
Cc1ccc(S(=O)(=O)N(C)C[C@H]2OCc3cn(nn3)CCCC(=O)N([C@@H](C)CO)C[C@H]2C)cc1	-8
Cc1nc(C)c(CCNC(=O)c2ccccc2)s1	4
Cc1nn(-c2ccccc2)c(N)c1C(O)(CSc1nccn1C)C(F)(F)F (stereo not given)	7
O=C(N1CCOCC1)C1(c2ccccc2)CCCCC1	-5
CC1(C)Cc2nc3sc4c(N(CCO)CCO)nnnc4c3cc2CO1	-35
Cn1cc(P(=S)(N2CCOCC2)N2CCOCC2)cc1P(=S)(N1CCOCC1)N1CCOCC1	0
Cc1ccc(C)c(OCCCC(=O)Nc2ccc(N3CCOCC3)cc2)c1	8
O=S(=O)(NCCc1csc(-c2cccnc2)n1)c1ccc2c(c1)OCCO2	-3
Cc1cccc(C(=O)OCC(=O)Nc2c(C)nn(-c3ccccc3)c2C)c1O	5

(further entries)
SMILES	BL2 CD40 inh
CN1C(=O)c2cc(NS(C)(=O)=O)ccc2OC[C@H]2O[C@@H](CC(=O)NCc3ccccc3)CC[C@@H]21	-14[25 µM]
N#C[C@H]1[C@H](c2ccc(C#Cc3cccc(F)c3)cc2)[C@@H](CO)N1C(=O)C1CC1	37
CC(C)(C)CC(=O)Nc1nnc(-c2cccs2)s1	-80
CCc1cc(C(N)=S)ccn1	-17
COC(=O)c1sccc1NS(=O)(=O)c1ccccc1[N+](=O)[O-]	5
N#C[C@@H]1[C@H](c2ccccc2-c2cccc(F)c2)[C@H](CO)N1C(=O)CN1CCOCC1	-14[25 µM]
O=C(Oc1cccnc1)c1ccco1	8
CCC(C)N(C(=O)Cn1cnc2c1c(=O)n(C)c(=O)n2C)C1CCS(=O)(=O)C1 (stereo not given)	16
COc1ccc(S(=O)(=O)N(C)C[C@@H]2OCc3ccccc3-c3c(n(C)c4ccccc34)C(=O)N([C@@H](C)CO)C[C@H]2C)cc1	14
COc1ccc(OC)c(NC(=O)COC(=O)c2c(C)noc2C)c1	0
CN(CC(=O)NCC(=O)Nc1ccc(F)cc1)CC(=O)Nc1ccc(Cl)c(C(F)(F)F)c1	5
Cc1occc(=O)c1CC=O	4[25 µM]
Cc1nc(-c2cccc(NS(=O)(=O)c3ccccc3)c2)cs1	-20
CCCc1cc(-n2cnc3ccccc32)n2c(nc3ccccc32)c1C#N	11
Cc1ccc(C2=CC(C)(c3ccc(C)cc3)Nc3nc(C(F)(F)F)nn32)cc1 (stereo not given)	9
Nc1ccccc1SC/C=C/CSc1ccccc1N	-23
Cc1cc(C)cc(NC(=O)C2CCCN(c3nccc(C)n3)C2)c1 (stereo not given)	7
O=C(Nc1ccc(Cl)c(Cl)c1)N1CC=CCC1	-102
C[C@H](NC(=O)Nc1ccccc1F)C(=O)O	4
